AMPAR-TARP mod: modulators of AMPA receptor GluA2-stargazin complexes; 40,000 compounds, 3.5% hits; HEK293 GluA2+stargazin, membrane potential dye (FDSS), glutamate EC50; hits were called plate by plate, in both directions; calls only at 30 µM; O88602+P19491;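 active = any of four per-well response measures lying three or more SD from its plate-wide compound average, in either direction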
Target sequence (O88602 whole entry, looked up): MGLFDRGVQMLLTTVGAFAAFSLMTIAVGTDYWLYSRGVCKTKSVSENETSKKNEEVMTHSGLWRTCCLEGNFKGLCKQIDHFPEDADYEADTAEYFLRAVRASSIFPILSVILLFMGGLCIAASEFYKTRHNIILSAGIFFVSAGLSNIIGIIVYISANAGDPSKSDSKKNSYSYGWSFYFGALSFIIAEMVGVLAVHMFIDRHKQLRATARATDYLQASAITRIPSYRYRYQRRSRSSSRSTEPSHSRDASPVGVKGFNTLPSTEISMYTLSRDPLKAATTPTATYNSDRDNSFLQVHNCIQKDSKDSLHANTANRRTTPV
Target sequence (P19491 whole entry, looked up): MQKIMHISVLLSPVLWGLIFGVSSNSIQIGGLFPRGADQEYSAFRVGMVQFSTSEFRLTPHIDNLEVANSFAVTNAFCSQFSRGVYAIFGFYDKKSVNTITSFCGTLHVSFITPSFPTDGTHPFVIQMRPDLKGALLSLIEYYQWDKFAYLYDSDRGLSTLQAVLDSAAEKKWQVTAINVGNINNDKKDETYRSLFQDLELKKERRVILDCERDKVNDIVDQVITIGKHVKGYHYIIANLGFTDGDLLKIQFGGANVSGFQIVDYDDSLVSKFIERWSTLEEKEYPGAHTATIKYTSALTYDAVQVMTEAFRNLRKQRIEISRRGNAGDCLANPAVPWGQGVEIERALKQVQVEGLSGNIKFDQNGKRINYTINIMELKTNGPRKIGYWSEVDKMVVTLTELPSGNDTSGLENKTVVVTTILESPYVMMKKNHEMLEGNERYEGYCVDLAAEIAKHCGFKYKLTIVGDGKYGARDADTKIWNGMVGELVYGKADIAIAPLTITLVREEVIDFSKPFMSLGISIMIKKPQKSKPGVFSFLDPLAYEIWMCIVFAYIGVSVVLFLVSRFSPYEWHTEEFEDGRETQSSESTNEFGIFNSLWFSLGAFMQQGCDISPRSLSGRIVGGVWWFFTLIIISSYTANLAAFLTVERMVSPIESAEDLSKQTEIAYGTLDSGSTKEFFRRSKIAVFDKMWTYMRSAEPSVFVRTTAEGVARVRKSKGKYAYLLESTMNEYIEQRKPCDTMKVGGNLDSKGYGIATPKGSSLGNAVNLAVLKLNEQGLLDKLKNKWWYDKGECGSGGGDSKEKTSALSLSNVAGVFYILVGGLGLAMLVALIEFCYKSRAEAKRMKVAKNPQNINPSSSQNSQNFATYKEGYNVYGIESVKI
AMPAR-TARP mod agonism max-min: further read-out of AMPAR-TARP mod, marked with its call; compound max-min signal; compound-alone response (agonism);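 unitless range of fluorescence divided by baseline over first 100 seconds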
AMPAR-TARP mod glutamate slope: also measured in AMPAR-TARP mod; calls as there; glutamate slope, % of max; measured here: glutamate response slope, % max;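 scaled per plate between vehicle wells and maximal 1 mM glutamate control wells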
* hit, by the source's call; i = inactive; + = active, no number; & = joins results of further samples. Some of the compounds tested. The share of hits here may be higher or lower than overall.

Under each structure: AMPAR-TARP mod	AMPAR-TARP mod agonism max-min	AMPAR-TARP mod glutamate slope
> CC(=O)Nc1ccc(NC(=O)Cc2cc(-c3ccc(C)cc3)on2)cc1
→ i	0.0527	24.0
> CC1CCCCN1C(=O)c1cc(I)ccc1NC(=O)c1cccnc1 (stereo not given)
→ i	0.0394	54.5
> Cc1ccc(Cn2nc3ccc(S(=O)(=O)N4CCSCC4)cn3c2=O)cc1C
→ i	0.0812	51.3
> CC1(C)C2CCC1(C)C(OCC(O)CN(CCO)CCO)C2 (stereo not given)
→ i	0.0817	63.2
> CCCN1C(SCC(=O)Nc2ccccc2Cl)=NS(=O)(=O)c2ccccc21
→ i	0.0989	44.2
> COc1ccc(S(=O)(=O)N2CCC(C(=O)Nc3nc4ccc(NC(C)=O)cc4s3)CC2)cc1
→ i	0.0597	45.2
> Cc1cc(C(=O)N2CCOCC2)nn1CC(=O)NC1CCCCC1
→ i	0.0963	60.0
> CCC(C)NC(=O)CCCn1nc(-c2cccc(OC)c2)ccc1=O (stereo not given)
→ i	0.0579	64.9
> CCOC(=O)N1CCC(NC(=O)C(=O)Nc2ccc(C)c(C)c2)CC1
→ i	0.122	45.3
> COc1ccc(-n2ccn(CC(=O)Nc3cc(C)ccc3OC)c2=O)cc1
→ i	0.0944	15.9
> O=C(NCCc1ccc(Cl)cc1)C(=O)Nc1ccc(F)c([N+](=O)[O-])c1
→ i	0.0965	66.5
> O=C(Oc1ccc(O)cc1)C12CC3CC(CC(C3)C1)C2
→ i	0.0464	50.2
> COc1nnc(-c2ccc(N3CCOCC3)c(NC(=O)c3ccc(C)cc3)c2)c2ccccc12
→ i	0.0472	53.8
> CS(=O)(=O)N1CCN=C1SCc1cccc(C(F)(F)F)c1
→ i	0.0918	53.4
> CCOC(CNS(=O)(=O)CCNC(=O)c1ccccc1)OCC
→ i	0.106	66.5
> CCCNC(=O)Cn1nc2c(c1NC(=O)c1ccccc1SCC)CSC2
→ i	0.0395	69.7
> O=C(Nc1ccc(N2CCCCS2(=O)=O)cc1)c1c(F)cccc1Cl
→ i	0.0979	65.8
> O=S(=O)(NCC1CCN(Cc2ccco2)CC1)c1ccc2c(c1)OCCO2
→ i	0.0544	52.6
> NS(=O)(=O)c1ccc(N=Cc2ccccc2[N+](=O)[O-])cc1
→ i	0.0356	42.4
> COc1ccc(S(=O)(=O)N2CCN(c3ccc(Nc4cccc(C)n4)nn3)CC2)cc1Cl
→ +	0.418*	25.3*
> CC1Cc2c(NC(=O)c3cccs3)nn(C)c2NC1=O (stereo not given)
→ i	0.081	57.8
> O=C(NCc1cc(-c2ccc(F)cc2F)on1)C12CC3CC(CC(C3)C1)C2
→ i	0.0722	55.9
> O=C(CCCc1ccccc1)Nc1ccc2c(c1)N(C(=O)c1ccco1)CC2
→ i	0.0849	59.5
> CC(C)OCCCNc1nc2c(c(=O)[nH]c(=O)n2C)n1Cc1ccc(F)cc1
→ i	0.135	55.8
> Nc1nc(SCC(=O)Nc2cccc(Cl)c2)ncc1S(=O)(=O)c1ccc(Cl)s1
→ i	0.18	48.3
> O=C(CN1CCN(c2ccc(F)c(F)c2)C1=O)Nc1cccc2nsnc12
→ i	0.14	74.1
> Cc1cccc2sc(N(Cc3ccncc3)C(=O)c3ccc([N+](=O)[O-])cc3)nc12
→ i	0.0755	49.8
> COc1cccc(NC(=O)C(=O)NCC(c2ccco2)N(C)C)c1 (stereo not given)
→ i	0.0546	95.9
> COc1cccc2c1OC1(CCN(C)CC1)N1N=C(c3ccc4c(c3)OCO4)CC21 (stereo not given)
→ i	0.0743	45.2
> C=CCn1c(=O)c2c(nc3n2CC(C)CN3c2ccc(Oc3ccccc3)cc2)n(C)c1=O (stereo not given)
→ i	0.0768	57.7
> CC(=O)Nc1ccc(S(=O)(=O)N2CCN(c3c(C)cc(C)cc3C)CC2)cc1
→ i	0.115	68.1
> COc1ccc(CC(=O)NCCCN2CCOC(c3ccccc3)C2)cc1 (stereo not given)
→ i	0.0292	31.6
> COC(=O)N1CCC(CNC(=O)C(=O)NC2CC2)CC1
→ i	0.0931	61.8
> COC(=O)c1sccc1S(=O)(=O)N1CCC(c2nnc(-c3ccco3)o2)CC1
→ i	0.0528	57.8
> COc1cccc(CNC(=S)NC2CCCC2)c1
→ i	0.0562	34.7
> CCCOC(=O)c1cc2cccc(OC)c2oc1=O
→ i	0.156&0.0359	51.8&104.9
> Cn1nc(C2CCCN(C(=O)CCn3cnc4ccccc4c3=O)C2)n(-c2ccccc2)c1=O (stereo not given)
→ i	0.107	61.0
> O=C(COc1ccc(Cl)cc1Cl)Nc1cccc(N2CCCCC2=O)c1
→ i	0.113	55.0
> CC(C)(C)C(=O)N1CCC(c2nnc(-c3ccco3)o2)CC1
→ i	0.113	51.9
> COc1ccc(C(=O)C2C(=O)N(c3ccccc3)N=C2C)cc1OC (stereo not given)
→ i	0.104	60.4
> O=C(Nc1ccc2c(c1)OCO2)N1CCN(c2ccc3nncn3n2)CC1
→ i	0.0531	33.7
> COc1ccc(NC(=O)c2ccc(=O)n(Cc3ccc(F)cc3)c2)cc1OC
→ i	0.106	56.0
> Cc1cc(C)c2sc(NC(=O)CN3C(=O)c4ccccc4C3=O)nc2c1
→ i	0.0814	60.2
> Cc1cc(C)nc(SCC(=O)c2ccc(Cl)cc2Cl)n1
→ i	0.099	59.7
> Cc1cc(NC(=O)Cn2nc(S(=O)(=O)c3ccccc3)ccc2=O)ccc1Br
→ i	0.0997	51.9
> COCCn1c(=NC(=O)c2ccn(C)n2)sc2cc(S(N)(=O)=O)ccc21
→ i	0.0825	53.8
> Cn1nnc2c(N3CCN(C(=O)c4cc5ccccc5o4)CC3)ncnc21
→ i	0.0567	41.7
> C=C(C)Cn1c(=O)c2c(nc3n(-c4cc(OC)ccc4OC)c(-c4ccccc4)cn23)n(C)c1=O
→ +	0.076*	63.4*
> Cc1ccc(-n2nc3c(c2NC(=O)C(=O)NC2CCCCCC2)CSC3)c(C)c1
→ i	0.0253	57.7
> COc1cccc2cc(S(=O)(=O)c3cccc(Cl)c3)c(=O)oc12
→ i	0.0749	60.6
> NC(=O)Cn1nnn(-c2ccc(NS(=O)(=O)C3CC3)cc2)c1=O
→ i	0.126	65.8
> CC(C)c1ccc(S(=O)(=O)N2CCCCC2)cc1
→ i	0.0781	69.6
> COc1cn(CC(=O)Nc2ccc([N+](=O)[O-])cc2)c(CSc2nnnn2C)cc1=O
→ i	0.118	53.3
> COc1ccc(CC(=O)N(Cc2ccco2)c2nc3c(C)cccc3s2)cc1
→ i	0.0697	68.8
> Cc1ccc(S(=O)(=O)N2CCCCC2CC(=O)NCc2cccs2)cc1 (stereo not given)
→ i	0.0329	58.7
> CC(=O)c1ccc(N2CCN(C(=O)Cc3csc(Nc4ccccc4)n3)CC2)cc1
→ i	0.1	60.2
> O=C(NCCc1csc(-c2cccc(F)c2)n1)Nc1c(F)cccc1F
→ i	0.0675	45.5
> O=C(Cc1ccc(NS(=O)(=O)c2ccccc2Cl)cc1)N1CCCC1
→ i	0.0839	66.3
> Nc1ccc2c(c1)C(=O)N1CCCCC1CCO2 (stereo not given)
→ i	0.0363	59.4
> N#C/C(=C\c1ccc(Cl)cc1Cl)c1nc2ccccc2[nH]1
→ i	0.0615	46.0

4 structures already listed, arranged by SMILES length, smallest number first:
Under each structure: AMPAR-TARP mod	AMPAR-TARP mod agonism max-min	AMPAR-TARP mod glutamate slope
> NC(=O)Cn1nnn(-c2ccc(NS(=O)(=O)C3CC3)cc2)c1=O
→ i	0.126	65.8
> Cc1cc(C)c2sc(NC(=O)CN3C(=O)c4ccccc4C3=O)nc2c1
→ i	0.0814	60.2
> COCCn1c(=NC(=O)c2ccn(C)n2)sc2cc(S(N)(=O)=O)ccc21
→ i	0.0825	53.8
> Cc1cc(NC(=O)Cn2nc(S(=O)(=O)c3ccccc3)ccc2=O)ccc1Br
→ i	0.0997	51.9

New compounds follow
SMILES | AMPAR-TARP mod | AMPAR-TARP mod agonism max-min | AMPAR-TARP mod glutamate slope
COc1cccc(/C(O)=C2\C(=O)C(=O)N(CCCN(C)C)C2c2ccccn2)c1 (stereo not given) | i | 0.116 | 45.3
CN(C1CCCC1)S(=O)(=O)c1ccc(C(=O)Nc2c(C(N)=O)oc3ccccc23)cc1 | i | 0.0701 | 52.2
CCCOc1ccc(S(=O)(=O)N2CCC(c3cccs3)CC2)cc1 | i | 0.124 | 66.2
CCOc1ccc(NC(=O)NC2CCCC(O)C2)cc1 (stereo not given) | i | 0.152 | 90.0
CCOc1ccccc1-n1c(C)c(C)n2c3c(=O)n(C)c(=O)n(C)c3nc12 | i | 0.0667 | 26.3
Cc1cc(NC(=O)c2ccc3c(c2)OCO3)n(-c2nc3c(cnn3-c3cccc(Cl)c3)c(=O)[nH]2)n1 | + | 0.15* | 36.0*
Cn1nc(C(=O)NCc2cccc(Oc3ccc(F)cc3)c2)ccc1=O | i | 0.0831 | 70.3
COCCN1COc2ccc3c(=O)c(-c4ccccc4OC)c(C(F)(F)F)oc3c2C1 | i | 0.0928 | 45.6
CCOc1cc(/C=C2\SC(=S)N(c3ccc(N(CC)CC)cc3)C2=O)ccc1O | i | 0.102 | 75.7
CC(C)(C)NC(=O)C1CCC(C)(C(=O)O)C1(C)C (stereo not given) | i | 0.0985 | 50.2
CCc1ccc(N(C(=O)c2cccc(F)c2)C2C=CS(=O)(=O)C2)cc1 (stereo not given) | i | 0.0637 | 55.5
O=S(=O)(c1cccs1)N(CCc1ccccc1)Cc1ccccn1 | i | 0.143 | 62.5
CCOC(=O)c1cn[nH]c1S(=O)(=O)N1CCC(C)CC1 | i | 0.123 | 56.7
COc1cc(/C=C/c2ccc3cccc(O)c3n2)ccc1OCc1ccccc1 | i | 0.104 | 8.0
O=c1c2cnn(-c3ccc(F)cc3)c2ncn1Cc1nc(-c2cccc(Br)c2)no1 | i | 0.0376 | 38.3
COc1ccc(OCC(=O)Nc2ccc3c(c2)CCCN3S(=O)(=O)c2ccc(OC)cc2)cc1 | i | 0.0957 | 52.8
CN(C(=O)CSc1ccc(Cl)cc1)C1CCS(=O)(=O)C1 (stereo not given) | i | 0.0592 | 61.9
CN(C)C(CNC(=O)Nc1ccccc1)c1cccn1C (stereo not given) | i | 0.0905 | 54.4
C=CCOCC(O)CN1CCN(c2ccccc2)CC1 (stereo not given) | i | 0.0957 | 70.5
CSc1ncccc1C(=O)N1CCC(CNC(=O)c2c(-c3ccccc3Cl)noc2C)CC1 | i | 0.061 | 52.0
N#CC1=C(N)OC2=C(C(=O)CC(c3ccccc3)C2)C1C1CCCCC1 (stereo not given) | i | 0.0415 | 50.9
CCn1ncc(/C=c2/sc3n(c2=O)C(c2ccccc2)C(C(=O)Nc2ccccc2C)=C(C)N=3)c1C (stereo not given) | i | 0.0712 | 30.3
CN(C)C(CNS(=O)(=O)c1ccc2c(c1)CCCC2)c1ccccc1 (stereo not given) | i | 0.0648 | 62.4
Cn1cccc1C(O)CNS(=O)(=O)c1ccc(F)c(Cl)c1 (stereo not given) | i | 0.128 | 49.6
CCc1ccccc1NC(=O)C(=O)NCC1CCN(c2ccccn2)CC1 | i | 0.0961 | 59.2
CCOC(=O)c1ccccc1NC(=O)CSc1nnc(Cc2c(C)[nH]c(=O)[nH]c2=O)o1 | i | 0.0916 | 62.1
COc1ccc(S(=O)(=O)NCCCN2CCN(c3ccccc3)CC2)cc1 | i | 0.0512 | 41.7
O=c1c2cc(-c3cccs3)nn2ccn1Cc1nc(-c2ccc(Br)cc2)no1 | i | 0.113 | 65.5
COc1cccc(C(=O)Nc2cccc(N3CCCC3=O)c2)c1OC | i | 0.102 | 39.3
O=C(NCC1CCN(C(=O)c2ccccc2F)CC1)c1cc(-c2ccco2)on1 | i | 0.0403 | 71.8
O=C(NCc1ccccc1Cl)C(=O)N1CCN(Cc2ccc3c(c2)OCO3)CC1 | i | 0.0632 | 51.3
COC(=O)c1ccc(C(=O)NCC2CCN(Cc3ccccc3SC)CC2)cc1 | i | 0.0587 | 37.6
Cc1ccc(NCCNC(=O)c2sc(-c3ccccc3)nc2C)nn1 | i | 0.143 | 48.4
Cc1nn(C2CCS(=O)(=O)C2)c(C)c1CC(=O)Nc1nnc(SCc2ccccc2)s1 (stereo not given) | i | 0.139 | 51.3
COc1ccc2nc(-c3cccc(NC(=O)c4cccc(C(F)(F)F)c4)c3)cn2n1 | i | 0.0646 | 41.0
COc1cn(CC(=O)Nc2ccc(C(C)=O)cc2)c(CSc2ncccn2)cc1=O | i | 0.0418 | 53.8
COc1ccc(NC(=O)C(=O)NCC2CCN(Cc3ccco3)CC2)cc1OC | i | 0.0818 | 61.3
CCC(C)c1ccccc1OCC(O)CN1CCN(CCN2C(=O)c3cccc4cccc(c34)C2=O)CC1 (stereo not given) | i | 0.14 | 32.1
CC(C)N(C(=O)Cn1c(C2CC(=O)N(Cc3ccc(F)cc3)C2)nc2ccccc21)C(C)C (stereo not given) | i | 0.0933 | 58.6
O=C(NCCN1CCn2cc(OCc3ccccc3)c(=O)cc2C1=O)C1CC1 | i | 0.104 | 58.7
O=S(=O)(NCCOc1ccc(-c2ccc(F)cc2)nn1)c1ccc2c(c1)OCCO2 | i | 0.0648 | 48.0
CCCCc1ccc(Nc2nc(N3CCOCC3)c3[nH]cnc3n2)cc1 | i | 0.139 | 48.0
COc1nn(C)cc1-c1nnc(SCC(=O)Nc2cccc(C)c2C)n1C | i | 0.0887 | 52.7
CNC(=O)c1ccsc1NC(=O)C1CCCN1S(C)(=O)=O (stereo not given) | i | 0.124 | 53.4
Cc1ccsc1C(O)CNC(=O)C(=O)Nc1ccccc1Cl (stereo not given) | i | 0.154 | 53.5
CCOc1ccc(S(=O)(=O)N2CCN(C(C)=O)CC2)c2ccccc12 | i | 0.0612 | 44.0
Cc1c(C(=O)N2CCCCC2C)c(C(F)(F)F)nn1C1CCN(C)CC1 (stereo not given) | i | 0.11 | 59.7

Bioassay records from PubChem.
